Screening data as filed in PubChem BioAssay.
GCN5L2 inh: qHTS Assay for Inhibitors of GCN5L2. Histone acetyltransferase KAT2A (Homo sapiens), Q92830. GCN5L2 HAT assay, ThioGlo1 CoA-SH fluorescence. Potency, µM (titrated, usually from 58.9 µM), for inactives: at the highest dose activity change, negative = inhibition, usual class: inhibitors. 390,000 compounds, 0.21% hits. AID 504327, 2011; active = well fitted inhibition curve with a large enough effect; inconclusive = small, poorly fitted or top-dose-only effect, or another doubt; inactive = no such curve, though single readings can be large or run the other way
Target sequence (Q92830 whole entry, looked up): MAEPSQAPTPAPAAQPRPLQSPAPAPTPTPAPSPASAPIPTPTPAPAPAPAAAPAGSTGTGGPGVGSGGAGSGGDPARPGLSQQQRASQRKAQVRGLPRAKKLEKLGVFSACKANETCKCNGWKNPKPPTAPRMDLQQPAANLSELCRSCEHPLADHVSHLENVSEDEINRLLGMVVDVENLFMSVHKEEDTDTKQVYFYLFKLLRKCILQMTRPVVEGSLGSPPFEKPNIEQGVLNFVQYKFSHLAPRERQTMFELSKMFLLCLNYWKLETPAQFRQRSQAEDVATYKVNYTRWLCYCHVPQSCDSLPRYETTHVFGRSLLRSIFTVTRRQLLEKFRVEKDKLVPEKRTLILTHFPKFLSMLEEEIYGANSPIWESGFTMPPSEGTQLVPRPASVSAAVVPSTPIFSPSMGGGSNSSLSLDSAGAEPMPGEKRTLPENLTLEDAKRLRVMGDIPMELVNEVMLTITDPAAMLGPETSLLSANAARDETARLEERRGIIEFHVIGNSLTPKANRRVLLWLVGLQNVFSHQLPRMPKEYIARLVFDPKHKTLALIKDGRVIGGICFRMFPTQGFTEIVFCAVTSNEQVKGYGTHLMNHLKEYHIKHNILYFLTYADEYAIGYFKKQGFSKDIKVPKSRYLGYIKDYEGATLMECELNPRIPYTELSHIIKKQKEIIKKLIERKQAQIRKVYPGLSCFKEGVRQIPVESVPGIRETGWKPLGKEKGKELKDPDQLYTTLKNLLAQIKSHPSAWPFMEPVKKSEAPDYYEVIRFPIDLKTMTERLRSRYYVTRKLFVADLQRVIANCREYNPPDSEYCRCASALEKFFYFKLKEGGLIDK
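Free CoA generated was detected with ThioGlo1 (50uM) fluorescence at Ex340nm/Em540nm, read immediately and after 20 min at room temperature. Enzyme, 20 nM in HEPES pH 7.5 buffer, saw compounds 15 min before adding 75uM H3(1-25) peptide and 70uM acetyl-CoA.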
* = called active by the depositor; u = inconclusive; [ ] = dose if it differs, or a comment. % is scaled to controls: 0 for no effect and ±100 for the full control effect; potency is read from the fitted curve at half-maximal effect. An excerpt; the hit share may differ from the screen's.

SMILES	GCN5L2 inh
CC(=O)Nc1ccc(S(=O)(=O)Oc2ccc3c(c2)C(C)=CC(C)(C)N3)cc1	-2%
CSCC[C@H](NC(=O)[C@H](CC(C)C)NC(=O)CNC(=O)[C@H](Cc1ccccc1)NC(=O)[C@H](Cc1ccccc1)NC(=O)[C@H](CCC(N)=O)NC(=O)[C@H](CCC(N)=O)NC(=O)[C@@H]1CCCN1C(=O)[C@H](CCCCN)NC(=O)[C@@H]1CCCN1C(=O)[C@H](CCCN=C(N)N)NC(=O)CCCCC1SCC2NC(=O)NC21)C(N)=O (some centres undefined)	48%[activator]
CC(C)(C)NC[C@@H](O)COc1ccccc1C1CCCC1	-13%[21.4 µM]
CCC(CCC(C)C1CCC2C3CC=C4CC(O)CC[C@@]4(C)C3CC[C@@]12C)C(C)C (some centres undefined)	3%
[N-]=[N+]=Nc1ccc(C(=O)CSC[C@H](NC(=O)CC[C@H](N)C(=O)O)C(=O)NCC(=O)O)cc1	7.9µM*
CC1CCN(C(=O)c2cc(N3C(=O)C4C5CCC(C5)C4C3=O)ccc2Cl)CC1 (centres undefined)	-17%
Cc1ccc(CNC(=O)Cn2c(=O)c3sccc3n(Cc3cccc([N+](=O)[O-])c3)c2=O)cc1	8%
CCc1nnc(NC(=O)c2csc3c2CCC(C)C3)s1 (centres undefined)	0%
Cc1cc(C(=O)N/N=C/c2cc(Br)cc(Br)c2OC(=O)c2ccccc2)n[nH]1	-19%
NCCCCCc1cnc[nH]1	10%
COc1ccc(Cc2nnc(NC(=O)c3c(-c4ccccc4)noc3C)s2)cc1OC	1%
O=C(CSc1nc2scc(-c3ccccc3)c2c(=O)[nH]1)NC1CCCCC1	-7%
COc1ccc(CCNC[C@@H](O)c2ccc(O)cc2)cc1OC	-1%
CCOC(=O)C1Oc2ccccc2C(c2ccccc2)=C1C(C)=O (centres undefined)	-20%[88.6 µM]
COc1cc(C2CC(=O)n3c(nc4ccccc43)S2)cc(OC)c1OC (centres undefined)	0%
CO[C@H]1C[C@@H](O[C@@H]2[C@H](C)[C@H](O[C@@H]3O[C@@H](C)C[C@@H](N(C)C)[C@@H]3O)[C@H](C)C[C@]3(CO3)C(=O)[C@H](C)[C@H](O)[C@H](C)[C@H](C)OC(=O)[C@@H]2C)O[C@@H](C)[C@H]1O	4%[21.4 µM]
O=C(NC(=O)c1ccccc1)NC1(C(F)(F)F)OCCO1	1%
CC1C/C(=C/c2ccco2)C(=O)/C(=C/c2ccco2)C1 (centres undefined)	u
O=C(/C=C/c1ccc(Cl)cc1)NC(=S)NN1CCCCC1c1cccnc1 (centres undefined)	-7%
COC(=O)[C@H](Cc1ccccc1)NC(=O)O[C@@H]1C(=O)c2cc(Br)ccc2O[C@H]1c1cccc(OC)c1	-10%
Cc1oc(C)c(C(=O)Nc2ccccc2)c1C	5%
O=[N+]([O-])c1ccc(N2CCN(S(=O)(=O)c3ccccc3)CC2)cc1NCc1ccco1	-6%
COc1c(O)c(O)c2cc(OC)c3c(OC)cc(=O)c4c5c(=O)c(OC)c(C(C)=O)c6c5c(c1CC=6C)c2c34	17%
CC(=O)[C@H]1[C@H](C#N)CC2C3CC=C4C[C@@H](O)CCC4(C)C3CCC21C (some centres undefined)	13%
Cc1cccc(NS(=O)(=O)c2cc(NC(=O)CC(=O)c3ccc([N+](=O)[O-])cc3)ccc2C)c1	-6%

Pulled one by one from above (five):
SMILES	GCN5L2 inh
Cc1ccc(CNC(=O)Cn2c(=O)c3sccc3n(Cc3cccc([N+](=O)[O-])c3)c2=O)cc1	8%
CC1CCN(C(=O)c2cc(N3C(=O)C4C5CCC(C5)C4C3=O)ccc2Cl)CC1 (centres undefined)	-17%
NCCCCCc1cnc[nH]1	10%
CCc1nnc(NC(=O)c2csc3c2CCC(C)C3)s1 (centres undefined)	0%
CC(=O)[C@H]1[C@H](C#N)CC2C3CC=C4C[C@@H](O)CCC4(C)C3CCC21C (some centres undefined)	13%

(further entries)
SMILES	GCN5L2 inh
COc1ccc(N(C(=O)c2ccncc2)S(=O)(=O)c2ccc(F)cc2)cc1	-8%
CCN1C(=O)/C(=C\c2ccc(-c3cccc(C(=O)OC)c3)o2)SC1=Nc1ccc(C(=O)O)cc1	-6%
CN(C)CC1CCn2c(c(C3=C(c4cn(C)c5ccccc45)C(=O)NC3=O)c3ccccc32)C1 (centres undefined)	42%[activator]
O=C(CC1Nc2c3ccccc3nc(=S)n2C1=O)NC1CCCCC1 (centres undefined)	-2%
CCCCNC(=O)c1c(N)n(/N=C/c2ccccn2)c2nc3ccccc3nc12	-2%
Cc1ccc(Nc2nc(N3CCN(C)CC3)nc(N)c2[N+](=O)[O-])cc1C	33%[activator]
O=C(O)c1ccc(-c2c3nc(c(-c4ccc(C(=O)O)cc4)c4ccc([n-]4)c(-c4ccc(C(=O)O)cc4)c4nc(c(-c5ccc(C(=O)O)cc5)c5ccc2[n-]5)C=C4)C=C3)cc1.[Mn+3]	u
C#CCOCCOCCOCCNc1nc(N2CCN(C(=O)CCCCCCCCCCNC(=O)[C@H](CO)n3cc(CCCSC)nn3)CC2)nc(N2CCN(C(=O)CCCCCCCCCCNC(=O)[C@H](CCCCN)n3cc(C[C@@H](C)CC)nn3)CC2)n1	-9%
Cc1ccc(Cn2c(=N)c(C#N)cc3c(=O)n4cccc(C)c4nc32)cc1	-2%
O=C(O)C[C@@H]1C(=O)O[C@@H]2C(COC(=O)c3cc(O)c(O)c(O)c3)O[C@@H](OC(=O)c3cc(O)c(O)c(O)c3)[C@@H](OC(=O)c3cc(O)c(O)c4c3[C@H]1[C@H](O)C(=O)O4)[C@H]2OC(=O)c1cc(O)c(O)c(O)c1 (some centres undefined)	-24%
CCNc1nc(Oc2ccc(C(=O)OCC)cc2)nc(N2CCOCC2)n1	-5%
O=C(O)c1ccc2c(c1)C(=O)N([C@H](Cc1ccc(O)c(O)c1)C(=O)O)C2=O	1%
c1ccc(COCCC2CO2)cc1 (centres undefined)	-11%
CCc1nccn1C(=O)c1cnn2c(C(F)F)cc(-c3ccccc3)nc12	-23%
COc1cc(OC)c(C2N(C)c3ccccc3N2C)cc1OC	-14%
CC(=O)N(Cc1ccco1)Cc1cc2cccc(C)c2n2nnnc12	-1%
O=C(O)[C@@H](O)[C@@H](O)[C@H](O)C(=O)CO	-6%
CCC(C=C[C@@H]1OC(=O)C=C[C@H]1C)=C[C@H](C)CC=CC(C)=C[C@@H](C)C(=O)[C@@H](C)[C@H](O)[C@@H](C)CC(C)=CC(=O)O	-18%[2.33 µM]
CC1=C(/C=C/C(C)=C\C=C\C(C)=C\C=C\C=C(C)\C=C\C=C(C)\C=C\C2=C(C)C[C@@H](O)CC2(C)C)C(C)(C)C[C@H](O)C1	-12%
O=C(O)C1C2C=CC(C2)C1C(=O)NCc1ccccn1 (centres undefined)	2%
COc1ccc(-c2csc(NC(=O)/C(N=Nc3ccccc3)=C(\C)O)n2)cc1	0%
Cc1c(-c2ccccc2)oc2nc3c(c(=O)n(C)c(=O)n3C)n12	-5%
Cc1nc2c(C(=O)NCc3cccs3)cnn2c(C)c1Cc1ccccc1	-13%
NC(=O)[C@@H]1CCNc2c(I)cc([N+](=O)[O-])cc2C(=O)N[C@@H](CO)C(=O)N[C@@H](Cc2ccc(O)cc2)C(=O)N1	-8%
CCCOC(=O)NCCCN(C)C	-17%
More results.
SMILES	GCN5L2 inh
COc1ccc([C@]23Cc4cc(OC)c(OC)cc4C(O2)c2c(cc(-c4ccccc4)oc2=O)O3)cc1	-7%[12.7 µM]
CC(C)OCCCNc1nc2c(-c3ccccc3)nnn2c2ccccc12	-9%
N#C/C(=C\c1cc(Cl)c(OCc2ccc(Cl)cc2)c(Cl)c1)C(N)=O	-10%
COc1ccc(OC)c(NC(=O)c2ccc3nc(-c4ccccc4)c(-c4ccccc4)nc3c2)c1	-1%
COCCCn1c2nc3ccccc3nc2c2c(=O)n(-c3ccccc3OC)c(C)nc21	-2%
OC[C@H]1OC(O)[C@H](O)[C@@H](O)[C@@H]1O (some centres undefined)	-2%
CC(C)[C@H](NC(=O)[C@@H]1CSSC[C@H](NC(=O)[C@H](CC(=O)O)NC(=O)[C@H](C)NC(=O)[C@@H](NC(=O)CNC(=O)[C@H](C)N)[C@@H](C)O)C(=O)N[C@@H](Cc2ccccc2)C(=O)N[C@@H](Cc2c[nH]c3ccccc23)C(=O)N[C@@H](CCCCN)C(=O)N[C@@H](Cc2ccc(O)cc2)C(=O)N1)C(=O)O	42%[activator]
Nc1ncnc2c1ncn2[C@@H]1O[C@H](COP(=O)(O)O)[C@@H](O)[C@@H]1O	1%[21.4 µM]
CCC(C)c1cc([N+](=O)[O-])cc([N+](=O)[O-])c1OC(C)=O (centres undefined)	0%
O=C(N/N=C/c1nn(-c2ccccc2)cc1-c1ccc(Cl)cc1)c1ccncc1	0%
Nc1ccc(Sc2ccccc2CC(=O)O)cc1	-7%
O=[N+]([O-])c1ccc(S(=O)(=O)Nc2ccc(-c3csc(-c4ccccc4)n3)cc2)cc1	-11%
CC(C)=CC[C@@H](O)C1=CC(=O)c2c(O)ccc(O)c2C1=O	25µM*
C/C(=C\c1ccco1)C1Nc2cccc3cccc(c23)N1	2%
CCCN1C[C@H](CSC)C[C@H]2c3cccc4[nH]cc(c34)C[C@@H]21	2%[21.4 µM]
Cc1ccc2cccc(OCC(=O)c3cc(C)n(Cc4ccco4)c3C)c2n1	-4%
Cc1c(NC(=O)c2c(N)n(-c3ccccc3)c3nc4ccccc4nc23)c(=O)n(-c2ccccc2)n1C	39%[activator]
Cc1[nH]c2ccccc2c1NC(=O)CN1CCN(Cc2ccc3c(c2)OCO3)CC1	-4%
CN(C)C1CCc2[nH]c3ccc(NC(=O)c4ccc(F)cc4)cc3c2C1 (centres undefined)	-4%
c1ccc(-c2ccc(-c3ccccn3)nn2)nc1	-4%
COc1ccccc1-c1nn2c(-c3ccc(C(C)(C)C)cc3)nnc2s1	-1%
O=C(N/N=C1\CCCc2c1[nH]c1ccc([N+](=O)[O-])cc21)c1ccncc1	10%
CCOCC	u
N#Cc1c(-c2ccncc2)c2c([nH]c1=O)-c1ccccc1OC2	-14%
C[C@]12C=CC(=O)C=C1CC[C@@H]1[C@H]3C[C@@H](O)[C@](O)(C(=O)CO)[C@@]3(C)C[C@H](O)[C@]12F	4%[21.4 µM]
(continued)
SMILES	GCN5L2 inh
CC(=O)O[C@H]1C[C@@]2(C)[C@H](C[C@@H](O)[C@H]3[C@@]4(C)CC[C@@H](O)[C@@H](C)[C@H]4CC[C@@]32C)C1=C(CCC=C(C)C)C(=O)O	5%[21.4 µM]
O=[N+]([O-])c1ccc(N2N=C(c3ccccc3)CC2c2ccccc2O)cc1 (centres undefined)	-9%
CN1CCN(C(c2cc3cc4c(cc3[nH]c2=O)OCCO4)c2nnnn2C2CCCC2)CC1 (centres undefined)	-1%
Cc1ccc2nc3n(c(=O)c2c1)-c1ccccc1C(=O)NC3Cc1ccccc1 (centres undefined)	-1%
N[C@@H](CCCCNC(=O)CCCC[C@@H]1SC[C@H]2NC(=O)N[C@H]12)C(=O)O	u
Cc1cc2nc3c(=O)[nH]c(=O)nc-3n(C)c2cc1C=O	28µM*
N#CC(=C1N=c2ccccc2=N1)c1c(O)[nH]c2ccccc12	2%
COc1ccc(N2CCN(CCCNS(=O)(=O)c3c(C)noc3/C=C/N(C)C)CC2)cc1	-1%
O=c1ccc2ccc(OS(=O)(=O)O)cc2o1	u
O=C(O)c1ccccc1-c1noc(-c2ccccc2F)n1	-5%
COC(=O)c1ccccc1NC(=O)CN1CCC(n2nnc3cc(C)ccc32)CC1	-7%
CC(=O)N[C@@H](CCCNC(=N)N)C(=O)N[C@H](CC1CCCCC1)C(=O)N[C@@H]1CCC2SC[C@@H](C(=O)N[C@H](CCCNC(=N)N)C(=O)N[C@H](Cc3ccc(Cl)cc3)C(N)=O)N2C1=O (some centres undefined)	31%[activator]
NC(=S)NNC(=O)c1cccc(Br)c1	1%
CC1(C)O[C@@H]2C[C@H]3[C@@H]4CCC5=CC(=O)C=C[C@]5(C)[C@H]4C(O)C[C@]3(C)[C@]2(C(=O)CO)O1 (some centres undefined)	-16%
COc1ccc(NC(=O)CN2CCC3(O)CCCCC3C2c2ccccc2OC)cc1 (centres undefined)	3%
CCOc1cc(/C=C(\C#N)C(N)=O)cc(CSc2ccccc2)c1O	34%[activator]
NC[C@@]12CCCC1C1CCC2C1 (some centres undefined)	-3%
O/N=C/c1cc(Cl)ccc1OCc1cccc2ccccc12	18%
O=C(COc1cccc2cccnc12)NNC(=S)Nc1ccccc1	-6%
CCCCn1c(C)cc2c(c1=O)[C@H]1O[C@](CCCC)(Cc3c1ccc1ccccc31)O2	u
CCn1c(=O)c(C2=NS(=O)(=O)c3ccccc3N2)c(O)c2ccccc21	-4%
CC(C)n1c(-c2ccccc2)nc(=S)c2c1CCCC2	0%

5 of the compounds above, bar-delimited:
Compound | GCN5L2 inh
CC1(C)O[C@@H]2C[C@H]3[C@@H]4CCC5=CC(=O)C=C[C@]5(C)[C@H]4C(O)C[C@]3(C)[C@]2(C(=O)CO)O1 (some centres undefined) | -16%
NC(=S)NNC(=O)c1cccc(Br)c1 | 1%
Cc1cc2nc3c(=O)[nH]c(=O)nc-3n(C)c2cc1C=O | 28µM*
CCCCn1c(C)cc2c(c1=O)[C@H]1O[C@](CCCC)(Cc3c1ccc1ccccc31)O2 | u
CCn1c(=O)c(C2=NS(=O)(=O)c3ccccc3N2)c(O)c2ccccc21 | -4%
